High-throughput results from PubChem BioAssay.
MITF TRPM1 HTS = MITF TRPM1 promoter activation in melanoma cells; SK-MEL-5 TRPM1-promoter luciferase, 24 h; % of positive control, neutral wells = 0; AID 588334; 300,000 tested, 0.75% active; activation, % at 12.5 µM;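 active means mean activation of at least 80% with every replicate also reaching 80%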;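 further: 0% = neutral control wells and 100% = parthenolide positive control wells; values of inactives mirror those of a sister screen read the other way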
SR-BI DiI-HDL act = enhances SR-BI lipid uptake from DiI-HDL. CHO ldlA[mSR-BI] cells, DiI-HDL uptake fluorescence, 3 h; 100 = double the neutral-control signal. activation, % at 12.5 µM. 320,000 tested, 0.096% active. AID 504775;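 active means mean replicate activation of at least 60% and every replicate at or above 60%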;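 further: 0% = median plate neutral-control signal and 100% = twice that signal; values of inactives mirror those of a sister screen read the other way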
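material = CHO ldlA[mSR-BI] cells | medium = Ham's F12 with 0.5% BSA, HEPES 25 mM, pH 7.4 | reagent = fluorescent DiI-HDL, 10 µg/mL final | compound dosing = single-point compound dose | incubation = 3 h, 37 °C | measured by = bottom-read fluorescence, 550/595 nm | measure = HDL uptake via cellular fluorescence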
PvdQ inh = blocks Pseudomonas aeruginosa PvdQ acylase activity; purified PvdQ acylase, fluorescence plate reader; inhibition, % at 10 µM; 340,000 tested, 0.063% active; AID 488965; in the data active means inhibition above about 30%, passing the limit was not always enough;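 further: 0% = vehicle neutral wells and 100% = reference inhibitor wells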
SR-BI HDL uptake = inhibitors of mouse SR-BI mediated HDL lipid uptake; ldlA[mSR-BI] CHO cells, DiI-HDL uptake fluorescence, 3 h; inhibition, % at 12.5 µM; 320,000 tested, 0.96% active;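 active means mean replicate inhibition of at least 70% and a set share of replicates each scoring 70 or more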;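 further: 0% = median of neutral control wells and 100% = median of positive control wells; values of inactives mirror those of a sister screen read the other way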
Target sequence (Q61009 whole entry, looked up): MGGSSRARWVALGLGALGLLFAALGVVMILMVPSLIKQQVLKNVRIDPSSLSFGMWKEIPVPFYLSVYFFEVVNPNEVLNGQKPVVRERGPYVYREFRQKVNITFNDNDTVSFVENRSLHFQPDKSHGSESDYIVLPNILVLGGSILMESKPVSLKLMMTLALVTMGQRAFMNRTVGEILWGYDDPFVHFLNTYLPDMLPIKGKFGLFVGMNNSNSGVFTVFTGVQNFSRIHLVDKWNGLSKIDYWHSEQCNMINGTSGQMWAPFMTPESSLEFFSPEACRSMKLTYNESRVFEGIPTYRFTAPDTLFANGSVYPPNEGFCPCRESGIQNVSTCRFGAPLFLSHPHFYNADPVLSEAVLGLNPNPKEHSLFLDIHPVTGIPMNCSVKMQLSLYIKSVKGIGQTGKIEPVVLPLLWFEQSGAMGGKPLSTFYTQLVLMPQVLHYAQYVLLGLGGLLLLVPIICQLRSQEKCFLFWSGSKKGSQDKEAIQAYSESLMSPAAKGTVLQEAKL
cardiac RTF act = increases calcium sensitivity of human cardiac regulated thin filaments; activation, % at 7.2 µM; IANBD-labeled TnC RTF fluorescence at EC20 calcium; 0% EC20 calcium, 100% full calcium; 340,000 tested, 0.24% active;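 active means activation above the mean over all tested compounds plus 3 SD, cut at about 30% in these data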;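 further: rise in fluorescence read as greater calcium sensitivity of cardiac thin filaments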
HTR5A ag = HTR5A agonism, opioid heterodimer counter-screen; P47898; HTR5A agonist assay, luminescence, cell-based; activation, % at 9.3 µM; 340,000 tested, 0.61% active; AID 504692; in the data active means activation mostly above about 9.5%, no sharp cut-off; inactive means mostly below about 7.6%;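 further: 0% = cells with vehicle only and 100% = reference agonist; strong numbers were not always called active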
Target sequence (P47898 whole entry, looked up): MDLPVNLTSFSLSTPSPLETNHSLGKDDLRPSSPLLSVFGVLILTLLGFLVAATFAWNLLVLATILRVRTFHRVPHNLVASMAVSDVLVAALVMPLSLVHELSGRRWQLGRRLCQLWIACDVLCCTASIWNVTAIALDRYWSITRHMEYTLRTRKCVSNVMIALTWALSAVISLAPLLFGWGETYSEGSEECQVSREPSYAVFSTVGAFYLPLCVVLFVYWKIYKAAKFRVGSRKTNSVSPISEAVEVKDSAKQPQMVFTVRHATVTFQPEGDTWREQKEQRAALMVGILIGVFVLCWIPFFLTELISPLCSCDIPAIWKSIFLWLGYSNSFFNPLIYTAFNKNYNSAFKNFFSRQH
Wnt act = activators of Wnt/beta-catenin signaling; activation, % at 9.35 µM; 300,000 tested, 1.2% active; AID 743398; Wnt/beta-catenin reporter cell assay, activator, plate reader; in the data active means activation above about 30%, passing the limit was not always enough;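 further: 0% = neutral control wells and 100% = positive control wells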
dFosB activator = enhances mouse delta FosB homodimer DNA binding. activation, % at 25 µM. 340,000 tested, 0.99% active. purified delta FosB, TAMRA-CDK5 oligo fluorescence polarization; percent of positive-control signal above neutral wells. P13346;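 active means mean activation above about 17%, with every replicate also reaching it, limit read from the data, passing the limit was not always enough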;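 further: fluorescence polarization rise as delta FosB binds a TAMRA Cdk5 AP-1 oligo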
CDK5 p35 inh = blocks human CDK5/p35 kinase activity. Recombinant CDK5/p35, ADP-Glo luminescence, 60 min. inhibition, % at 10 µM. 330,000 tested, 0.01% active. AID 488839;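 active means highest replicate inhibition of at least 50% and at least 75% of replicates reaching 50%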;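 further: plate controls were DMSO neutral control for no effect and GW8510 at 10 µM for full effect; many of its hits are not listed in these tables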
Rtt109 Vps75 = blocks Candida albicans Rtt109/Vps75 acetyltransferase activity | purified Rtt109/Vps75, ThioGlo CoA-SH fluorescence, 4 h | inhibition, % at 34.9 µM | 330,000 tested, 0.16% active;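 active means inhibition of at least 50% in every replicate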
* = called active by the depositor; x = no result given. Rows are unselected; any-hit rate near 4.4%.

Values run as follows: MITF TRPM1 HTS	SR-BI DiI-HDL act	PvdQ inh	SR-BI HDL uptake	cardiac RTF act	HTR5A ag	Wnt act	dFosB activator	CDK5 p35 inh	Rtt109 Vps75
[1] CCc1nnc2n1N=C(c1ccc(OC)cc1)CS2
  -2	5	2	-5	-4	0	x	-8	1.5	-8
[2] CCOC(=O)c1cccc(NC(=O)CCc2ccccc2)c1
  11	x	-7	x	5	0	11	-14	0.6	3
[3] COc1ccc(OCC(=O)Nc2c(C(=O)N3CCC(N4CCCCC4)CC3)oc3ccccc23)cc1
  29	15	-1	-15	-2	-4	6	10	-0.5	22
[4] COc1ccc(CCn2c(C)cc(C(=O)CN3C(=O)C(=O)N(Cc4ccco4)C3=O)c2C)cc1
  -7	-46	3	46	-5	-5	-7	-12	0.3	7
[5] COCCN(C(=O)c1ccco1)c1nc(-c2ccccc2)cs1
  6	-2	-14	2	4	3	1	-7	-0.1	-4
[6] CN(c1ccc(OCC(=O)N2CCCC2)cc1)S(=O)(=O)c1ccc(Cl)cc1
  -10	-45	-3	45	-5	17*	6	-2	-0.5	13
[7] CC(C)Cc1cc(CNC(=O)C2CCC(=O)N(CCc3cccc(F)c3)C2)on1 (stereo not given)
  0	-8	-14	8	-3	-1	-1	2	x	-2
[8] O=C(CCCn1cnc([N+](=O)[O-])n1)Nc1cccc(O)c1
  -11	12	-10	-12	x	x	0	-5	0.7	-2
[9] C=C(C)Cn1c(CCCNC(=O)C(C)(C)C)nc2ccccc21
  8	0	-11	0	1	0	-5	-8	0.5	-3
[10] COc1ccc(CN(C(=O)CSc2nnc(-c3ccccc3C)o2)c2ccc(F)cc2)cc1
  x	32	1	-32	-1	1	x	-9	0.5	2

Full records from above. Screens in order: MITF TRPM1 HTS, SR-BI DiI-HDL act, PvdQ inh, SR-BI HDL uptake, cardiac RTF act, HTR5A ag, Wnt act, dFosB activator, CDK5 p35 inh, Rtt109 Vps75
CN(c1ccc(OCC(=O)N2CCCC2)cc1)S(=O)(=O)c1ccc(Cl)cc1 reads -10, -45, -3, 45, -5, 17*, 6, -2, -0.5, 13
COc1ccc(CN(C(=O)CSc2nnc(-c3ccccc3C)o2)c2ccc(F)cc2)cc1 reads x, 32, 1, -32, -1, 1, x, -9, 0.5, 2
COCCN(C(=O)c1ccco1)c1nc(-c2ccccc2)cs1 reads 6, -2, -14, 2, 4, 3, 1, -7, -0.1, -4
CC(C)Cc1cc(CNC(=O)C2CCC(=O)N(CCc3cccc(F)c3)C2)on1 (stereo not given) reads 0, -8, -14, 8, -3, -1, -1, 2, x, -2

Remaining list, next part:
Values run as follows: MITF TRPM1 HTS	SR-BI DiI-HDL act	PvdQ inh	SR-BI HDL uptake	cardiac RTF act	HTR5A ag	Wnt act	dFosB activator	CDK5 p35 inh	Rtt109 Vps75
[11] CC(C)(C)C1(C)OC(=O)C(=Cc2ccc(OCC(=O)Nc3ccccc3)cc2)C(=O)O1 (stereo not given)
  41	44	-17	-44	0	1	x	-3	-6.2	-1
[12] CCOC(=O)/C(C(N)=NCCO)=C(/O)c1ccccc1
  -4	14	10	-14	-1	-1	-1	0	0.2	-5
[13] O=C(C[n+]1cccc(C(=O)Nc2ccccc2)c1)c1ccc([N+](=O)[O-])cc1
  -42	-7	-2	7	4	-3	2	-8	-0.2	0
[14] CCOc1ccc(S(=O)(=O)N(C)c2ccc(OCC(=O)NCc3ccc(C(=O)OC)cc3)cc2)cc1
  -10	x	-1	x	0	4	1	-7	0.3	-12
[15] CC(=O)Nc1ccc(C(=O)N/N=C/c2ccc(F)cc2)cc1
  1	6	-9	-6	7	-1	-1	-5	0.4	-6
[16] Cc1ccc(S(=O)(=O)Nc2cc(Cl)c(O)cc2C)cc1
  2	20	0	-20	-3	-1	-3	-1	0.1	7
[17] O=C1C=CC(=O)N1c1ccc2c(c1)C(NC(=O)C(F)(F)F)c1ccccc1-2 (stereo not given)
  -85	-43	-1	43	-2	0	-3	7	-1.0	-6
[18] CCOC(=O)c1cc(OC(=O)c2cccs2)n(-c2ccccc2)n1
  -1	11	-11	-11	-5	-2	-1	2	-2.0	-10
[19] CC(C)CC(=O)Nc1cccc(-c2csc(-c3ccccc3)n2)c1
  13	-53	-11	53	-2	-6	x	-8	-2.8	-5
[20] COc1ccc(CCNC(=O)c2ccc(Cl)nc2)cc1
  10	-4	7	4	-8	-1	0	-8	-0.4	3
[21] Cc1ccc(-c2nnn(CC(=O)NCCC3=CCCCC3)n2)cc1
  14	-3	-17	3	5	1	-7	8	-1.1	-7
[22] CCOc1cc(N2CCOCC2)c(OCC)cc1NC(=O)COc1ncnc2ccc(Br)cc12
  -34	-21	-3	21	5	5	x	5	-0.1	-3
[23] COc1ccc2[nH]c(=O)c(CN(Cc3cccs3)C(=S)Nc3cccc(C)c3)cc2c1
  -14	-22	2	22	4	-4	-3	0	-0.3	12
[24] Cc1cc(NC(=O)c2cc([N+](=O)[O-])ccc2Cl)no1
  x	2	88*	-2	-1	3	1	0	-1.0	-6
[25] Cc1nnc(SCC(=O)Nc2ccc3c(c2)OCO3)n(N)c1=O
  -12	-5	0	5	-2	2	-3	0	-0.2	11
[26] Cc1cc(NC(=S)N(Cc2ccc(Br)cc2)Cc2ccc(C(=O)O)cc2)ccc1Cl
  -7	x	-17	x	1	12*	0	-8	-2.0	26
[27] O=C(Nc1nc(N2C(=O)c3ccccc3C2=O)n(-c2ccccc2)n1)c1ccccc1
  10	-3	-10	3	-9	-1	5	7	-0.5	0
[28] CC(C)NS(=O)(=O)c1ccc(OCC(=O)NCc2cccnc2)cc1
  -4	-1	6	1	-5	-1	-1	-8	0.4	4
[29] Cc1ccc(NC(=O)CSc2nc(O)cc(=O)n2-c2ccc(C)cc2)cc1
  2	4	-11	-4	0	-1	0	-3	1.0	7
[30] CC(C)Sc1nc2ccc(N3C(=O)C4CCCCC4C3=O)cc2s1 (stereo not given)
  60	17	-2	-17	-3	1	3	2	2.1	-5

From compound 27 as far as 30, as listed above:
Values run as follows: MITF TRPM1 HTS	SR-BI DiI-HDL act	PvdQ inh	SR-BI HDL uptake	cardiac RTF act	HTR5A ag	Wnt act	dFosB activator	CDK5 p35 inh	Rtt109 Vps75
[27] O=C(Nc1nc(N2C(=O)c3ccccc3C2=O)n(-c2ccccc2)n1)c1ccccc1
  10	-3	-10	3	-9	-1	5	7	-0.5	0
[28] CC(C)NS(=O)(=O)c1ccc(OCC(=O)NCc2cccnc2)cc1
  -4	-1	6	1	-5	-1	-1	-8	0.4	4
[29] Cc1ccc(NC(=O)CSc2nc(O)cc(=O)n2-c2ccc(C)cc2)cc1
  2	4	-11	-4	0	-1	0	-3	1.0	7
[30] CC(C)Sc1nc2ccc(N3C(=O)C4CCCCC4C3=O)cc2s1 (stereo not given)
  60	17	-2	-17	-3	1	3	2	2.1	-5

(further entries)
Values run as follows: MITF TRPM1 HTS	SR-BI DiI-HDL act	PvdQ inh	SR-BI HDL uptake	cardiac RTF act	HTR5A ag	Wnt act	dFosB activator	CDK5 p35 inh	Rtt109 Vps75
[31] CC(C)=C1C(=O)NN(c2cccc(Cl)c2)C1=O
  4	17	-5	-17	0	1	-1	-1	x	12
[32] O=C(CCn1nnc2ccccc21)Nc1nnc(Cc2ccccc2)s1
  x	0	-19	0	-3	8	x	-4	-0.7	3
[33] Cc1cc(C2C(=O)c3ccccc3C2=O)c(C)c(C)c1C
  0	27	-11	-27	0	7	2	-3	-1.1	9
[34] N#Cc1ccc(S(=O)(=O)N2CCCN(c3ccc(C(F)(F)F)cn3)CC2)cc1
  x	-6	-17	6	x	x	-1	-11	0.9	9
[35] CCOc1ccc(CCNC(=O)CS(=O)Cc2nc(-c3ccc(OC)cc3)oc2C)cc1OCC (stereo not given)
  -11	-59	-19	59	6	0	2	-13	0.1	-1
[36] O=C(CS(=O)(=O)c1c[nH]c2ccccc12)Nc1ccc(F)cc1
  -6	6	-4	-6	0	0	3	-11	0.2	2
[37] CCOC(=O)C1CCCCN1C(=O)CCc1nnc(-c2ccc3c(c2)OCO3)o1 (stereo not given)
  40	6	-15	-6	0	4	21	-7	-0.1	4
[38] Cc1ccc(N=C(N(C)C)P(=O)(N(C)C)N(C)C)c(C)c1
  -9	14	-18	-14	2	2	-8	-4	-0.8	4
[39] O=C(COc1cccnc1[N+](=O)[O-])NCc1cccs1
  -6	1	3	-1	-6	-3	-1	-6	0.0	-2
[40] Cc1ccc2cccc(OCc3ccc(F)cc3)c2n1
  -1	-8	8	8	-7	2	0	-14	2.1	6
[41] Cc1oc(-c2ccccc2Cl)nc1CS(=O)(=O)CC(=O)N1CCOCC1
  x	45	1	-45	7	3	0	-9	0.1	-6
[42] CN(Cc1cccs1)C(=O)CN1C(=O)c2ccccc2S1(=O)=O
  4	6	-9	-6	-4	-4	6	-3	-0.7	3
[43] COc1ccc(OC)c(N(C(=O)c2ccco2)C(C(=O)NC2CCCC2)c2cc(OC)c(OC)c(OC)c2)c1 (stereo not given)
  -3	4	-17	-4	-8	-2	-1	-1	0.4	0
[44] CC(=O)c1cc2c(cc1NC(=O)Nc1cccc(Cl)c1)OCCO2
  -11	-11	-9	11	1	-2	-2	-10	2.4	1
[45] O=C(Cc1ccccc1)Nc1ccc(CN2CCOCC2)cc1
  62	-3	-14	3	-1	6	x	-3	1.1	-4
[46] COc1ccc([C@@H]2[C@@H]3C(=O)N(C(C)(C)C)C(=O)[C@@H]3[C@]3(CC(C)C)C(=O)N(c4ccc(C(F)(F)F)cc4)C(=O)N23)cc1
  x	-15	15	15	-1	-3	-4	-10	-0.5	13
[47] O=S(=O)(Cc1ccccc1)N1CCCC1
  -5	18	-10	-18	-2	-2	-4	-3	0.2	0
[48] O=C(CNC(=O)c1ccc(Cl)cc1)OC1CCOC1=O (stereo not given)
  10	30	-11	-30	-3	3	-13	0	-2.6	9
[49] Cc1ccc(CNc2ncnc(N)c2[N+](=O)[O-])cc1
  22	7	-2	-7	-1	-7	-1	-1	0.6	3
[50] COC(=O)Nc1ccc(S(=O)(=O)NNC(=O)c2c(O)c3ccccc3[nH]c2=O)cc1
  -10	15	14	-15	3	1	1	24*	0.2	7
